Diaph act CS = counter-screen for diaphorase-based assays: diaphorase activators and chemical reducers; Diaphorase/resazurin coupled assay, resorufin fluorescence, 16 min; active compounds read high; 1 = vehicle wells, 0 = NADH-free wells; activation factor at 20 µM; actives 0.005% (n = 190,000); AID 1229;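 active = diaphorase activity raised at least twofold by the compound at 20 µM; inactive = activation factor below 2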
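Assay system: bacterial diaphorase enzyme (C. kluyveri) / Input: enzyme 0.07 U/mL final / Medium: 50 mM HEPES pH 7.4 with 4.542 mM MgCl2, 0.005% Tween 20 / Doses: single compound dose of 20 µM, 1% DMSO final / Incubation: 16 min enzyme reaction, ambient temperature / Signal: fluorescence, excitation 544 nm and emission 590 nm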
Diaphorase inh = diaphorase inhibition or chemical oxidation counter-screen; diaphorase resazurin-to-resorufin fluorescence, NADH, 16 min; bacterial (C. kluyveri) enzyme, not human; inhibition, % at 20 µM; actives 0.69% (n = 190,000);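 active = primary screen inhibition at 20 µM above a set limit, cut at about 50% in these data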;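 also: plate controls were DMSO with full reaction for no effect and wells lacking NADH for full effect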
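System: Bacterial diaphorase enzyme (C. kluyveri) | Incubation: 16-min room-temperature incubation before reading | Benchmarks: No-NADH positive control and DMSO neutral control | Measured by: Resorufin fluorescence 544/590 nm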
PMI act hi M6P = increases human PMI activity with near-saturating mannose 6-phosphate | P34949 | coupled PMI enzyme assay, resazurin fluorescence, 20 min; active compounds read high; 1 = untreated enzyme, 0 = substrate-free blank | activation factor at 20 µM | actives 0.34% (n = 190,000) | AID 1216;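 active = activation factor of 2 or more at 20 µM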
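Test system: human phosphomannose isomerase with PGI, G6PDH, diaphorase coupling enzymes; amount: 15 ng/mL PMI; incubation: enzyme reaction with compound 20 min at room temperature; technique: resorufin fluorescence (Ex 544/Em 590 nm) from resazurin via diaphorase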
PPARg SRC-1 ag = PPARgamma-driven SRC-1 recruitment agonism | actives 0.41% (n = 200,000) | AID 631 | PPARgamma-SRC-1 coactivator recruitment biochemical assay | activation, % at 8 µM; in the data active = activation above about 19%;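 also: 0% = DMSO and 100% = reference agonist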
TR-FRET SRC-2 ct = counter-screen for PPARgamma SRC-2 recruitment agonists: TR-FRET artefact | actives 0.4% (n = 200,000) | TR-FRET ratio at 8 µM | active compounds read high; in the data active = TR-FRET ratio above about 2000; also: inactives centre near 1500
PPARg SRC-3 ag = PPARgamma-driven SRC-3 recruitment agonism. biochemical PPARgamma/SRC-3 coactivator recruitment assay. activation, % at 8 µM. actives 0.26% (n = 200,000); in the data active = activation above about 23%;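 also: 0% = DMSO and 100% = reference agonist; some compounds past the cut are filed as inactive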
PPARg SRC-2 ag = promotes SRC-2 coactivator recruitment by human PPARgamma. PPARgamma LBD-SRC-2 recruitment, biochemical. AID 1032. activation, % at 8 µM. actives 0.34% (n = 200,000). P37231; in the data active = activation above about 22%;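 also: 0% = vehicle and 100% = reference agonist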
S1P3 antag = S1P3 (human) receptor antagonism. Q99500. actives 0.27% (n = 170,000). CHO S1P3 NFAT-BLA reporter, FRET fluorescence, antagonist mode. inhibition, % at 4.98 µM;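 active = inhibition above the plate cutoff, the mean inhibition of test wells on that plate plus 3 SD, cut at about 28% in these data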;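 also: cells challenged with S1P at its EC80 of 0.8 µM; blue over green emission ratio from cleaved BLA substrate after 4 h stimulation; 0% = S1P-stimulated wells and 100% = unstimulated DMSO-only wells; some compounds past the cut are filed as inactive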
Target sequence (Q99500 whole entry, looked up): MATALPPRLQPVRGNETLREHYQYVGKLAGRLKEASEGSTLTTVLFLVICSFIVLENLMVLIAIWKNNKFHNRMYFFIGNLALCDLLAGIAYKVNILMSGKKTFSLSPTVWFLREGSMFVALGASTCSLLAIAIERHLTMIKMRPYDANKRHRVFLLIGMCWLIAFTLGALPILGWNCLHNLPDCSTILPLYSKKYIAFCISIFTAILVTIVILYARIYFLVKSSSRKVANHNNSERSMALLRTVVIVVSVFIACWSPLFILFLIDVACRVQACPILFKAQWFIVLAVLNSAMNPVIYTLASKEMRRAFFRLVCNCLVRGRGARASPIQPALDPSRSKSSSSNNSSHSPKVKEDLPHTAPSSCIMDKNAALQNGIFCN
G6PDH counter = L. mesenteroides G6PDH inhibition counter-screen. Purified L. mesenteroides G6PDH, diaphorase/resazurin coupled fluorescence, 45 min. inhibition, % at 5 µM. actives 0.12% (n = 200,000). AID 1020; in the data active = inhibition above about 50%
ROMK primary = human ROMK K+ channel modulation, primary screen; actives 2% (n = 130,000); Tet-inducible ROMK, thallium flux fluorescence; actives lie on both sides; B-score at 10 µM; AID 1918; P48048;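 active = signal ratio slope over the read window, or its plate-corrected B-score, at least 3 SD from the plate mean, either direction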;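 also: B-score of the F/F0 ratio slope over 7 to 12 s after thallium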
Target sequence (P48048 whole entry, looked up): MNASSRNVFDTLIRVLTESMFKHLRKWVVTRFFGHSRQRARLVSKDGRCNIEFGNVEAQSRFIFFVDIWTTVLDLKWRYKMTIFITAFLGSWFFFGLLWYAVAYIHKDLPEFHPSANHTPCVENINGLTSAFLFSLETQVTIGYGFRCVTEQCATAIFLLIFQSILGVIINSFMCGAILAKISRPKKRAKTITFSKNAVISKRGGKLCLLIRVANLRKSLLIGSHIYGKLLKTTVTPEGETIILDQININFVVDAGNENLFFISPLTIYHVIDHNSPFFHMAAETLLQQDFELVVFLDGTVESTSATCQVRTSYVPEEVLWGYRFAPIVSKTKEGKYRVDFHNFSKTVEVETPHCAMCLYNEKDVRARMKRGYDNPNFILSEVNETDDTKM
PMI activator = increases human mannose-6-phosphate isomerase activity; P34949; purified human PMI, coupled resazurin fluorescence, 20 min; active compounds read high; 1 = vehicle control, 0 substrate-free wells; activation factor at 20 µM; actives 0.005% (n = 190,000);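 active = activation factor of 2 or more at 20 µM, relative to plate controls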
* hit, by the source's call; . = not tested or not shown.

SMILES	Diaph act CS	Diaphorase inh	PMI act hi M6P	PPARg SRC-1 ag	TR-FRET SRC-2 ct	PPARg SRC-3 ag	PPARg SRC-2 ag	S1P3 antag	G6PDH counter	ROMK primary	PMI activator
COCCn1c(SCC(=O)Nc2sc(C)c(C)c2C#N)nnc1C(C)C	0.8	17	0.9	6	1658	-2	3	4	-29	.	0.9
CC1(C)C(=O)C2(CCCCC2)C(=O)OC1C(=O)c1ccccc1 (stereo not given)	0.7	26	0.9	3	1427	-1	1	-15	8	-0.45	0.9
Cc1ccc([N+](=O)[O-])cc1NC(=O)CN(C(=O)c1ccccc1Cl)C1CCCCC1	0.9	14	0.9	3	1491	3	5	4	-1	-0.98	0.9
Cc1ccccc1Cn1c(=O)n(CCCC(=O)NCc2ccco2)c(=O)c2sccc21	0.8	20	0.9	-8	1791	-1	4	.	-2	-0.45	1
COc1c(C)cc(C(=O)C2CCCN(C(=O)c3cc4nc(C)cc(C)n4n3)C2)cc1C (stereo not given)	0.9	13	1.1	9	1540	1	1	6	7	-0.09	1
O=c1cc(-c2ccc(C3CCCCC3)cc2)[nH][nH]1	1.1	-14	1.1	3	1634	-2	-2	-7	3	0.37	1.4
CN(C)c1ccc(N=Nc2ccccc2C(=O)OCC(=O)N2CCCC2)cc1	0.8	17	0.9	3	1561	5	6	5	-19	.	1
COc1ccccc1-n1cnc2cc(NCc3ccccn3)ccc21	0.8	18	0.6	6	1327	9	6	.	9	.	0.8
CCCCOCC(O)Cn1c(C)nc2ccccc21 (stereo not given)	0.8	21	1.1	10	1671	5	-3	-2	2	2	1
COCCn1c(C(C)C)nc2sc3ccccc3c(=O)c2c1=O	0.8	19	0.9	-5	1526	-5	0	.	4	.	1
CC(=O)NC(c1ccc(F)cc1)c1cccnc1 (stereo not given)	0.9	9	1	3	1746	-11	3	.	-2	.	1
COc1ccc(C2CC(c3ccc(C)cc3)Nc3ncnn32)cc1 (stereo not given)	0.8	15	0.9	1	1657	3	2	-2	15	.	0.9
CCSc1nnc(-c2ccc(Cl)cc2)c2ccccc12	0.8	23	0.9	4	1753	7	1	.	7	-1	0.9
COc1ccc(Br)cc1CN(C)CC(=O)Nc1cc([N+](=O)[O-])ccc1OC	0.8	15	0.9	7	1474	1	0	10	-20	.	0.9
CC1=NN(c2ccccc2)C(=O)/C1=C/C=C/C=C/N(C)C	0.8	22	0.5	5	1745	2	1	6	-5	-2.4*	0.5
CCOc1ccc(-n2c(C)nc3cc(C(=O)NCc4ccco4)ccc32)cc1	0.8	21	0.9	0	1526	3	6	-12	2	1.4	1
COc1ccc(CNC(=S)Nc2ccccc2-c2ccccc2)cc1	0.9	10	1	5	1640	4	2	-5	5	-0.3	1
CN1C(=O)C(CC(=O)N2CCN(C(c3ccccc3)c3ccccc3)CC2)N(C)C1=O (stereo not given)	0.9	10	1	2	1663	-5	0	0	-7	-0.54	0.9
Cc1cc(S(=O)(=O)NC2CCCC2)ccc1F	1	1	0.9	1	1706	6	-1	-5	-2	.	0.9
COc1ccc(-c2[nH]ncc2CN(C)C(C)c2ccon2)c(OC)c1 (stereo not given)	1	5	1.1	-1	1512	-2	5	6	3	0.67	0.9
C/C(CCc1ccc2c(c1)OCO2)=N\NC(=O)c1ccc(C)cc1C	0.9	14	1	4	1582	2	7	3	-1	0.27	1
COC(=O)Cc1c(O)ccn(Cc2cccc(C(F)(F)F)c2)c1=O	0.9	8	1.1	10	1701	2	2	-18	4	1.2	1
O=C(NNC1=C(C(=O)C(F)(F)F)CCC1)c1ccccc1Cl	1	4	1.3	3	1348	2	4	.	21	0.37	1.3
CCOC(=O)c1c(C)c(-c2ccccc2)n(CC(=O)N2CCN(C)CC2)c1C	0.9	9	1.1	1	1438	-12	-10	3	3	.	1
Cc1cc(S(=O)(=O)N(Cc2ccccn2)Cc2ccco2)ccc1-n1cnnn1	0.8	19	1	3	1662	2	3	.	0	0.14	1.2

The final 2 entries of the section above lead into the next.
SMILES	Diaph act CS	Diaphorase inh	PMI act hi M6P	PPARg SRC-1 ag	TR-FRET SRC-2 ct	PPARg SRC-3 ag	PPARg SRC-2 ag	S1P3 antag	G6PDH counter	ROMK primary	PMI activator
CCOC(=O)c1c(C)c(-c2ccccc2)n(CC(=O)N2CCN(C)CC2)c1C	0.9	9	1.1	1	1438	-12	-10	3	3	.	1
Cc1cc(S(=O)(=O)N(Cc2ccccn2)Cc2ccco2)ccc1-n1cnnn1	0.8	19	1	3	1662	2	3	.	0	0.14	1.2
COCC(=O)N(Cc1cc2cc(OC)ccc2[nH]c1=O)c1ccc(C)cc1	0.8	24	0.7	2	1510	2	-3	-18	10	.	1.1
COC(=O)c1ccc(NC(=O)C2CC(=O)N(c3ccc(C)cc3)C2)cc1 (stereo not given)	0.9	5	0.9	-2	1630	9	1	.	-1	.	1
Cc1ccccc1Cn1c(=O)n(-c2ccccc2)c(=O)c2ccc(C(=O)NCc3ccco3)cc21	1	-1	1	1	1509	-1	10	-5	6	-1.3	1.1
CCn1nc(C)c(/C=N/NC(=S)Nc2ccc(Cl)cc2Cl)c1C	0.9	7	1	-1	1556	-3	-2	11	-9	1.3	1
O=C(Cn1c(=O)c2c(ncn2C2CCCC2)n(Cc2ccccc2)c1=O)N1CCc2ccccc21	0.8	19	1	5	1631	-1	6	42	18	.	1
COc1ccc2[nH]c(=O)c(CN(C(=O)c3cccnc3)c3ccc(C)cc3)cc2c1	0.8	19	0.8	-1	1547	2	8	.	12	.	0.9
COC(=O)CN(c1cccc(F)c1)S(C)(=O)=O	0.9	13	1	-1	1653	4	2	.	3	0.41	1
CC(C)C(=O)NC(=S)Nc1ccccc1F	0.9	8	0.9	4	1528	8	4	.	5	.	0.9
Nc1nc(-c2ccco2)nn1C(=O)c1ccccc1Cl	0.9	10	1	6	1657	-1	-2	7	5	0.12	1.1
COc1ccccc1N/C(N)=N/c1nc(CSc2nc3ccccc3s2)cc(=O)[nH]1	1	1	0.9	0	1509	4	-1	-2	-8	-0.078	0.9
COc1ccc(CC(=O)Nc2cc(S(=O)(=O)N3CCOCC3)ccc2N2CCOCC2)cc1	0.9	13	1	4	1626	6	1	-3	4	0.42	1
C/C(=N\NC(=O)COc1ccc(C(C)(C)C)cc1)c1ccc(-n2ccnc2)cc1	0.9	8	0.8	5	1539	3	12	-15	-18	-0.13	0.8
C=CCSc1nc(N(CC)CC)c2sccc2n1	1	4	1.1	-12	1653	1	-5	.	10	.	1.1
c1ccc(Nc2nc(N3CCOCC3)c3ccccc3n2)cc1	0.8	21	1	-5	1505	-8	4	.	11	0.19	0.8
CC(C)OP(=O)(OC(C)C)C1(O)C(=O)Nc2ccc(Br)cc21 (stereo not given)	0.9	7	1	2	1617	0	-1	.	-5	.	1
CC(=O)Nc1ccc(C(=O)Nc2cc(C(F)(F)F)ccc2-n2cnc3ccccc32)cc1	1	-3	1.1	-2	1760	1	7	-16	1	0.13	1.1
CC1=C(C)CC(C(=O)Nc2ccc3c(c2)OCO3)C(C(=O)O)C1 (stereo not given)	0.9	11	0.7	6	1777	4	19	-12	3	-0.26	0.9
CCOc1ccc(N(CC(=O)NCC2CCCO2)C(=O)CCC(=O)Nc2ccccn2)cc1 (stereo not given)	0.9	8	1.1	-6	1391	-7	-14	.	2	0.052	1
CC(C)(CNS(=O)(=O)c1ccc2c(c1)OCCO2)N1CCOCC1	1	5	1.1	5	1556	-1	9	-2	12	0.1	1.2
O=C(c1cccc(S(=O)(=O)N2CCCC2)c1)N1CCN(c2ccccc2F)CC1	0.8	19	0.9	0	1553	-5	15	-9	-2	.	0.9
C/C(N)=C(/C#N)C(=O)CSc1nnnn1-c1ccc(C)cc1	0.9	9	0.9	15	1588	5	14	9	8	.	1
O=C(CSc1nc2ccccc2s1)NNC(=S)Nc1ccc(Br)cc1	0.9	9	1	2	1709	7	10	.	3	0.17	1
COc1ccccc1NS(=O)(=O)c1cc(C(=O)NCCN2CCOCC2)ccc1Cl	0.8	16	1	-5	1511	9	0	-12	5	.	0.9
Brc1ccc2c(c1)OCCOCCOc1cc(Br)ccc1OCCOCCOCCO2	0.7	26	0.9	-2	1582	-4	-2	.	-56	.	0.8
C=CCn1c(SCc2csc(C)n2)nc2sc3c(c2c1=O)CCC(C)C3 (stereo not given)	0.7	28	0.8	-1	1598	6	4	.	4	.	0.9
(more compounds)
SMILES	Diaph act CS	Diaphorase inh	PMI act hi M6P	PPARg SRC-1 ag	TR-FRET SRC-2 ct	PPARg SRC-3 ag	PPARg SRC-2 ag	S1P3 antag	G6PDH counter	ROMK primary	PMI activator
COc1ccc(NC(=S)N(C)CC2COc3ccccc3O2)cc1 (stereo not given)	1	3	1	3	1504	-1	5	-8	5	0.5	1
N#Cc1cc2[nH]c3ccccc3c2[n+](-c2ccc([N+](=O)[O-])cc2)c1N	0.9	13	1	-2	1453	-2	-4	-3	5	.	1.1
CCOc1cc(S(=O)(=O)N2CC=C(c3ccc(F)cc3)CC2)c(OCC)cc1-n1cnnn1	0.9	10	0.9	-2	1556	-9	15	28	6	.	0.9
CC(C)OC(=O)CN1C(=O)C(=O)c2ccccc21	0.9	9	0.7	-4	1450	-8	-2	.	12	-0.33	0.9
COc1cccc(OCCNc2cc(Cl)ccc2[N+](=O)[O-])c1	0.9	14	0.8	3	1500	-6	7	.	-19	.	0.9
O=C(Cn1cncn1)NCc1cccc2ccccc12	1.1	-13	1	-12	1397	2	1	.	3	.	1.1
CC1=C(C(=O)N2CCOCC2)C(c2ccccc2F)C2=C(CCCC2=O)N1 (stereo not given)	0.8	23	0.9	-2	1324	-2	6	-3	-11	0.16	0.9
COCCN(Cc1cc2cc3c(cc2n2nnnc12)OCO3)C(=O)c1ccccc1F	0.7	33	0.9	8	1729	6	4	-21	-26	.	0.9
COc1ccccc1-c1c(C(F)(F)F)oc2cc(OS(C)(=O)=O)ccc2c1=O	0.8	17	0.9	-3	1621	5	4	11	18	.	0.8
Cc1cccc(C(C(N)=O)c2ncc(C(F)(F)F)cc2Cl)c1 (stereo not given)	0.8	17	1	-5	1606	0	3	8	0	-0.025	0.9
O=c1sc(Nc2ccccc2)nc2ccsc12	1	4	1.1	2	1539	8	2	.	4	-0.46	1
N/C(=N\N=C\c1ccc2c(c1)OCO2)SC1CC(=O)N(c2ccc(C(=O)O)cc2)C1=O (stereo not given)	0.9	11	0.9	1	1464	4	-3	-7	6	-0.4	0.8

2 compounds drawn at random from those above:
SMILES	Diaph act CS	Diaphorase inh	PMI act hi M6P	PPARg SRC-1 ag	TR-FRET SRC-2 ct	PPARg SRC-3 ag	PPARg SRC-2 ag	S1P3 antag	G6PDH counter	ROMK primary	PMI activator
CC(C)OC(=O)CN1C(=O)C(=O)c2ccccc21	0.9	9	0.7	-4	1450	-8	-2	.	12	-0.33	0.9
COCCN(Cc1cc2cc3c(cc2n2nnnc12)OCO3)C(=O)c1ccccc1F	0.7	33	0.9	8	1729	6	4	-21	-26	.	0.9

Screens: PubChem BioAssay, several laboratories
